Bioassay records from PubChem BioAssay.
p53ts 32C kill: qHTS Screen for Compounds that Selectively Target Cancer Cells with p53 Mutations: Cytotoxicity of p53ts Cells at the Permissive Temperature. H1299-p53A138V at 32C, ATP luminescence viability, 24 h. Potency, µM (series often up to 46.1 µM), inactives show at the top dose activity change, negative = cytotoxicity, actives largely listed as cytotoxic. actives 0.93% (n = 130,000). AID 924, 2007;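 also: 0% = DMSO and -100% = full killing by reference compound; nearly all actives have a fitted effect of over 55% in size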
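ATP-content luminescence (ATPlite) read-out after 24 h compound exposure at 32C in H1299-p53A138V cells (600/well). Tested up to 46 uM. Normalized to DMSO (0%) and 100 uM tamoxifen (100% killing); Hill-fit AC50.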
IkB signaling: IkB Signaling; actives 0.04% (n = 110,000); Potency, µM (top dose mostly 57.1 µM), for the others: top-dose IkBa stabilization activation; ABC-DLBCL IkBa-CBG/CBR dual luciferase ratio, 4 h; response scale: scaled: untreated 0%, proteasome inhibitor 100%; active = well fitted curve in the direction sought with a large enough effect in the signal ratio, not every such curve was filed as active; inconclusive = small, poorly fitted or top-dose-only effect, or a change in a side signal; the % refers to the signal ratio;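 also: the direction sought is a rising ratio; 0% = basal untreated cells and 100% = reference inhibitor full response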
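Curves were fitted separately to fusion (green), unfused (red) and ratio luminescence, then classed by r2, magnitude and activity. Cells: OCI-Ly3, 4 h compound plus doxycycline at 37C; 10 uM MG-132 defined full response.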
p53ts 39C kill: qHTS Screen for Compounds that Selectively Target Cancer Cells with p53 Mutations: Cytotoxicity of p53ts Cells at the Nonpermissive Temperature. AID 902, 2007. actives 1.5% (n = 130,000). Potency, µM (top dose mostly 46.1 µM), for the others: at the highest dose activity change, negative = cell killing, actives largely listed as cytotoxic. H1299-p53A138V viability at 39C, ATP luminescence, 24 h; also: nearly all actives have a fitted effect of over 55% in size
Peg3 imprint: qHTS Assay for Compounds that Induce Erasure of Genomic Imprints. actives 0.02% (n = 110,000). Potency, µM (titrated, usually from 60.7 µM), for the others: at the top dose activity change, positive = activation, usual class: activators. mouse ES Peg3-LacZ reporter, beta-gal luminescence, 40 h;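 also: 0% = negative control wells on the plate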
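Readout: BetaGlo luminescence (5 min, room temp) for LacZ from the normally silent maternal Peg3 allele in female Peg3LacZ-Neo ES cells. Cells 300/well, 40 h, 37C, 5% CO2. Data normalized per plate to negative controls.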
Active calls of the source: *; u = inconclusive; x = not tested or not shown; & = joins results of further samples; [ ] = dose if it differs, or a comment. Unless noted, calls follow the shape of the dose curve; as a rule, active = well fitted curve in the direction sought with a large enough effect; inconclusive = small, poorly fitted or top-dose-only effect, or another doubt; inactive = no such curve, though single readings can be large; an effect the other way counts as inactive or inconclusive. Unless noted, % is scaled to controls: 0 for no effect and ±100 for the full control effect; potency is read from the fitted curve at half-maximal effect.

Values run as follows: p53ts 32C kill	IkB signaling	p53ts 39C kill	Peg3 imprint
Oc1ccc(N2CCN(c3ncnc4sc5c(c34)CCC5)CC2)cc1
  10.7%	u	17.2%	-27.5%
COc1cc2c(C(=O)N(C)c3cc(Cl)ccc3OC)cn(CC(C)C)c(=O)c2cc1OC
  2.5%	u	-19.1%	20.6%[10.9 µM]
CSC1=NC2(CCCCC2)C2=C(CCCC2)N1
  -5.7%	-0.4%	-13.6%	4.2%
CC(=O)Nc1ccc(SCC(=O)N(CCC#N)c2ccc(C)cc2)cc1
  -2.6%	0.2%	2.4%	-18.3%
CCc1nc2ccccc2n1CC(=O)N1CCN(S(=O)(=O)c2cccc(C(F)(F)F)c2)CC1
  -4.3%	1.9%	-10.7%	-8.6%
O=C1N=C(N2CCOCC2)S/C1=C1\C(=O)N(Cc2ccccc2)c2ccc(Br)cc21
  7.5%	1.1%	14.7%	-7.9%
Cc1ccc(C)c(-n2c(SCC(=O)Nc3nnc(C)s3)nnc2-c2ccoc2C)c1
  17.1%	u	-0.9%	-13.8%
CC(C)(C)c1ccc(OCC(=O)N2CCC(c3nc4ccccc4s3)CC2)cc1
  0.4%	u	4.0%	u
COCc1cc(C)nc2sc3c(c12)NC(c1ccc(O)cc1)N(c1ccc(C)cc1)C3=O (stereo unspecified)
  6.0%	u	5.3%	12.1%[10.9 µM]
O=C(CCNS(=O)(=O)c1ccc(Br)cc1)NCc1ccc2c(c1)OCO2
  -7.0%	1.5%	-7.0%	-11.0%
CCCCCC(=O)NC(NC(=S)N1CCOCC1)C(Cl)(Cl)Cl (stereo unspecified)
  3.1%	x	16.0%	x
O=C(CSc1ccccc1C(=O)NCCCN1CCCC1=O)NCc1ccco1
  1.7%	0.4%	-2.2%	-0.2%
Cc1ccc(C(=O)NCC(c2cccs2)S(=O)(=O)c2cccs2)cc1C (stereo unspecified)
  0.6%	4.8%	u	-11.1%[10.9 µM]
O=C(CCNC(=O)Cn1cnc2ccccc2c1=O)NCC1COc2ccccc2O1 (stereo unspecified)
  -1.2%	0.7%	-2.0%	-14.2%
CCOc1ccccc1CNS(=O)(=O)c1ccc2c(c1)C(C)(C)C(=O)N2C
  12.4%	0.8%	-5.8%	-2.7%[10.9 µM]
COc1ccc(C(=O)O)cc1S(=O)(=O)Nc1cccc(C)c1
  -5.1%	-2.3%	20.4%	3.4%
Cc1ccc(C(=O)CSc2nnc(-c3ccco3)o2)o1
  2.0%	-1.2%	4.1%	-11.7%
COc1ccc(CCC(=O)c2c(O)cc(OC3OC(CO)C(O)C(O)C3O[C@@H]3OC(C)C(O)C(O)C3O)cc2O)cc1O (stereo partly specified)
  8.4%	x	-22.9%	-17.1%
CCc1ccccc1S(=O)(=O)Cc1ccc(C(=O)NC(C)C)o1
  -1.5%	0.0%	2.3%	-16.1%
Cc1ccc(N2CCN(c3ccc(C)cc3)C2c2ccncc2)cc1
  2.2%	u	6.2%	-18.9%
CCOC(=O)c1c(NC(=O)CSc2n[nH]c(-c3ccco3)n2)sc(C)c1C
  13.8%	u	4.5%	-8.7%
Cc1cc(O)c(-c2cc(C(=O)NCc3ccc4c(c3)OCO4)[nH]n2)cc1C
  4.3%	-0.7%	10.4%	2.1%
CC1Cn2c(nnc2-c2cc3ccccc3cc2O)S1 (stereo unspecified)
  3.6%	-2.0%	4.5%	-15.8%
COc1cc(OC)nc(NC(=O)CN2CCN(c3ccc(F)cc3)CC2)n1
  1.8%	0.7%	5.5%	-13.4%
Cc1ccc(NC(=O)NCCCN2CCOCC2)cc1
  4.2%	-0.7%	11.4%	-16.7%
NC(=O)c1ccc[n+]([C@@H]2O[C@H](COP(=O)([O-])OP(=O)(O)OC[C@H]3O[C@@H](n4cnc5c(N)ncnc54)[C@@H](O)[C@@H]3O)[C@@H](O)[C@@H]2O)c1
  14.4%[20.6 µM]	0.9%[25.6 µM]	-8.6%[20.6 µM]	-4.9%[16.8 µM]
O=C(Nc1ccccc1C(F)(F)F)c1cc(-c2ccc3c(c2)OCCO3)on1
  u	u	u	-18.1%[10.9 µM]
CCOC(=O)c1cc(C)n(CC2CCC(C(=O)Nc3ccc(C(C)=O)cc3)CC2)c1C (stereo unspecified)
  13.9%	u	-12.6%	-7.7%[10.9 µM]
O=C(N1CCOCC1)N(Cc1ccccc1)c1ccccn1
  2.5%	1.7%	9.6%	1.6%
COC(=O)c1cc2sccc2n1Cc1nc(-c2cccc(Br)c2)oc1C
  0.8%	u	-24.1%	-2.6%[10.9 µM]
COc1ccc(C2C(C#N)=C(N)OC3=C2C(=O)CC(C)C3)c(OC)c1OC (stereo unspecified)
  16.7%	2.4%	10.2%	1.6%
Cn1cnc2c(NCc3ccccc3)nc(NCCO)nc21
  -15.2%	u	-2.4%	-5.0%&3.1%&-4.8%
c1coc(CSCc2cn3cccnc3n2)c1
  -0.1%	0.5%	-1.7%	-9.6%
COc1ccc(-n2ccn3c(CC(C)(C)CC(=O)O)nnc3c2=O)cc1
  5.1%	1.0%	11.4%	5.6%[10.9 µM]
COc1ccc(Cl)cc1C(=O)Nc1ccc2c(c1)OCO2
  u	-0.9%	u	-15.1%
O=C(CCS(=O)(=O)c1cc2c(cc1Cl)NC(=O)CO2)NCCc1ccc(Cl)cc1
  4.6%	-1.7%	-14.8%	15.3%[10.9 µM]
COc1ccc(C2C(C(=O)NCc3ccccn3)c3ccccc3C(=O)N2C)cc1OC (stereo unspecified)
  -8.5%	-1.2%	-6.2%	-5.9%
CCC1CCCCN1S(=O)(=O)c1ccc(C(=O)Nc2nnc(-c3ccccc3Cl)o2)cc1 (stereo unspecified)
  -8.7%	5.8%	u	-15.6%
CCc1ccc(S(=O)(=O)c2cn(C)c3cc(OC)c(OC)cc3c2=O)cc1
  -3.8%	u	10.9%	7.6%[10.9 µM]
Cc1sc2c(c1C)c(=O)n(Cc1ccccc1)c(=O)n2Cc1ccc(F)cc1
  19.6%	-3.3%	9.0%	8.5%[10.9 µM]

Next section
molecule | p53ts 32C kill | IkB signaling | p53ts 39C kill | Peg3 imprint
O=C1OCCC1Sc1ncnc2sc3c(c12)CCC3 (stereo unspecified) | 7.1% | 1.4% | -8.4% | 6.7%
Cc1ccc(NC(=O)Cn2nnc(-c3nc(-c4ccncc4)no3)c2N)c(C)c1 | 1.2% | -0.8% | 5.4% | 11.2%[10.9 µM]
CCCC1(C(=O)OCC)NC(c2ccc(N(C)C)cc2)C2C(=O)N(c3ccccc3)C(=O)C21 (stereo unspecified) | 3.1% | 0.3% | -1.9% | -10.5%
COc1cccc(-n2nc3c(=O)n(Cc4ccccc4Cl)nc(C)c3c2C)c1 | -15.0% | x | 5.3% | x
Cc1cccc(Cn2c(=O)n(CCc3ccccc3)c(=O)c3c(C)c(C)sc32)c1 | 15.3% | 1.7% | 16.3% | -11.1%[10.9 µM]
CCCCc1nc2c(=O)[nH]c3ccccc3c2o1 | 3.5% | -1.3% | -8.5% | -9.8%
Cc1ccc(-n2c(SCC(=O)O)nc3sc4c(c3c2=O)CCCC4)cc1 | -0.8% | 1.4% | 19.3% | -5.0%[10.9 µM]
CC(NC(=O)c1cc(-c2ccc(Br)cc2)on1)c1ccccc1 (stereo unspecified) | -18.5% | 0.4% | -13.0% | -11.6%
CC1CCCN(C(=O)CSc2nnc(-c3cccnc3)n2C2CCCCC2)C1 (stereo unspecified) | 4.3% | -0.1% | 6.2% | 14.1%
O=C(O)/C(=C\c1ccccc1)Cc1ccccc1 | 5.1%[9.22 µM] | -0.7%[11.4 µM] | 9.2%[9.22 µM] | u
CCCc1nc(-c2ccc(-c3ccc(F)cc3)cc2)no1 | -7.5% | -1.5% | -2.5% | -19.6%
Cn1c(SCC(=O)Nc2ccc3c(c2)oc2ccccc23)nnc1-c1ccccc1 | -24.1% | -0.1% | -24.2% | -16.2%
Cn1c(SCc2cc(=O)n3cc(Br)ccc3n2)nnc1C1COc2ccccc2O1 (stereo unspecified) | -2.6% | 0.4% | 0.8% | -6.3%
Cc1cc(C)nc(N2CCCC(C(=O)Nc3ccc4nc(C)c(C)nc4c3)C2)n1 (stereo unspecified) | 1.2% | u | -5.6% | -13.7%
COc1ccc(NC(=O)CN(C)S(=O)(=O)c2ccc3c(c2)CCCN3C(C)=O)cc1Cl | -5.4% | u | -0.7% | 7.5%[10.9 µM]
CCCc1cnc2c(c1SCC(=O)Nc1ccc([N+](=O)[O-])cc1)c(=O)n(C)c(=O)n2C | -6.3% | u | 3.0% | -9.4%[10.9 µM]
CCc1nnc(NC(=O)c2nc(SCc3ccc(F)cc3)ncc2Cl)s1 | 4.7% | u | -13.0% | -14.5%[10.9 µM]
COc1ccc(N(C(=O)c2ccc(C)cc2)S(=O)(=O)c2ccc(Cl)cc2)cc1 | 14.9% | 1.5% | -0.1% | -10.7%[10.9 µM]
Cc1ccccc1CSc1nc2cc(C(=O)NC3CCCC3)ccc2c(=O)n1Cc1ccccc1 | 3.4% | u | -8.5% | 21.6%[10.9 µM]
Cc1ccc(-c2cnc(C3CC3)o2)cc1S(=O)(=O)Nc1cccc(C)c1C | 1.3% | -1.6% | -6.0% | -9.6%[10.9 µM]
CCOC(=O)C(C)c1nn(C)c(=O)c2ccccc12 (stereo unspecified) | -6.6% | 6.9% | -7.0% | -10.1%
CN(Cc1ccccc1)C(=O)C1CCN(Cc2ccc(F)cc2)CC1 | 6.4% | 0.5% | 6.9% | -16.8%
Cc1cccc(N2CCN(C(=O)C(C)n3nc(C)n4c(cc5occc54)c3=O)CC2)c1C (stereo unspecified) | -7.4% | u | -19.9% | -9.7%[10.9 µM]
CCc1ccc(Sc2cc(C(=O)NCCCN3CCC(C)CC3)c3ccccc3n2)cc1 | -20.0% | u | u | -20.9%[10.9 µM]

Among those listed so far, 4 contain a COOH group.
molecule | p53ts 32C kill | IkB signaling | p53ts 39C kill | Peg3 imprint
COc1ccc(C(=O)O)cc1S(=O)(=O)Nc1cccc(C)c1 | -5.1% | -2.3% | 20.4% | 3.4%
COc1ccc(-n2ccn3c(CC(C)(C)CC(=O)O)nnc3c2=O)cc1 | 5.1% | 1.0% | 11.4% | 5.6%[10.9 µM]
Cc1ccc(-n2c(SCC(=O)O)nc3sc4c(c3c2=O)CCCC4)cc1 | -0.8% | 1.4% | 19.3% | -5.0%[10.9 µM]
O=C(O)/C(=C\c1ccccc1)Cc1ccccc1 | 5.1%[9.22 µM] | -0.7%[11.4 µM] | 9.2%[9.22 µM] | u

(next part)
molecule | p53ts 32C kill | IkB signaling | p53ts 39C kill | Peg3 imprint
CC(C)Sc1nnc([C@H](C)NC(=O)OC(C)(C)C)o1 | 3.2% | 1.6% | 1.0% | -6.0%
CC1CCCN(CCCNC(=O)c2ccc3c(c2)N(Cc2ccccc2F)C(=O)c2ccccc2S3(=O)=O)C1 (stereo unspecified) | -8.1% | u | u | -13.9%[10.9 µM]
CCOCCCNC(=O)C1CCN(S(=O)(=O)N2CCCCC2)CC1 | 3.8% | -0.3% | 14.1% | -4.1%
c1ccc(-c2ccc(N3CCCC4(CCNCC4)C3)cc2)cc1 | 20µM* | 5.0%[11.4 µM] | 12.6µM* | x
CCOc1ccc(C2C(=O)N(C3CCCCC3)CC(=O)N2Cc2ccc(F)cc2)cc1OC (stereo unspecified) | 0.6% | 1.0% | -19.3% | -5.1%[10.9 µM]
Cc1ccc(N(CC(=O)Nc2ccc(Br)c(C)c2)S(=O)(=O)c2cccs2)cc1 | -4.5% | -0.8% | 2.6% | 24.0%[10.9 µM]
Cc1ccc(S(=O)(=O)N2CCN(C(=O)c3ccccc3)C2C(C)C)cc1 (stereo unspecified) | -20.0% | -0.7% | -9.5% | -6.3%
O=C(c1cnccn1)N1CCC2(CC1)CN(C(c1ccccc1)c1ccccc1)C2 | -1.0% | 3.2%[11.4 µM] | 11.6% | x
